Bioassay records from PubChem BioAssay.
HT1080 cytotoxicity – cytotoxicity in HT1080 fibrosarcoma cells, cell-based, fluorescence readout (AID 620); cytotoxicity, % at 10 µM, or EC50 in µM where a hit was titrated; 0.42% of 87,000 active; HT1080 viability, fluorescence; higher % means a stronger effect; in the data active = cytotoxicity above about 50%;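 also: cells exposed to compound overnight then 4 h with Alamar Blue; 0% = vehicle DMSO and 100% = killing control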
The depositor's hits bear a star. These rows are one share of the data. The share of hits here may be higher or lower than overall.

Screening CC(C)N(C(=O)C(F)(F)F)C(C(=O)NC1CCCCC1)c1ccncc1 (stereo unspecified) returned HT1080 cytotoxicity 2.2%.
COC(=O)[C@@]1(Cc2ccccc2)[C@H]2c3cc(C(=O)N(C)C)n(Cc4ccsc4Br)c3C[C@H]2CN1C(=O)c1ccccc1 was read as HT1080 cytotoxicity -10.5%.
For CC1(C)CC(=O)c2c(n(-c3cccc4ccccc34)ccc2=O)C1 the results were HT1080 cytotoxicity 18.9%.
`COc1ccccc1CO/N=C/c1cccn1-c1nccc(N(C)C)c1C#N` gave HT1080 cytotoxicity 4.1%.
Screening Cc1ccc(S(=O)(=O)c2c(N)n(CCC(C)C)c3nc4ccccc4nc23)cc1 returned HT1080 cytotoxicity 1.8%.
Screening Cc1cc(-c2ccccc2)nc(N2CCC(C(=O)NC34CC5CC(CC(C5)C3)C4)CC2)n1 returned HT1080 cytotoxicity 10.3%.
For Cc1cccc(N(C(=O)CCC(=O)Nc2cccnc2)C(C(=O)NC2CCCC2)c2ccncc2)c1 (stereo unspecified) the results were HT1080 cytotoxicity -5.0%.
Screening CCN(CC)C(=O)c1sc(NC(=O)c2ccc3c(c2)OCO3)c(C#N)c1C returned HT1080 cytotoxicity 19.0%.
Screening Cc1cc(C)c(S(=O)(=O)N(CC(=O)O)CC(=O)O)c(C)c1 returned HT1080 cytotoxicity 13.7%.
`COc1cc(C2=NOC(C(=O)NCc3cccs3)C2)cc(OC)c1OC` (stereo unspecified) gave HT1080 cytotoxicity 58.1%*.

Next section; it opens with the six that closed the last part.
Screening Cc1ccc(S(=O)(=O)c2c(N)n(CCC(C)C)c3nc4ccccc4nc23)cc1 returned HT1080 cytotoxicity 1.8%.
Screening Cc1cc(-c2ccccc2)nc(N2CCC(C(=O)NC34CC5CC(CC(C5)C3)C4)CC2)n1 returned HT1080 cytotoxicity 10.3%.
For Cc1cccc(N(C(=O)CCC(=O)Nc2cccnc2)C(C(=O)NC2CCCC2)c2ccncc2)c1 (stereo unspecified) the results were HT1080 cytotoxicity -5.0%.
Screening CCN(CC)C(=O)c1sc(NC(=O)c2ccc3c(c2)OCO3)c(C#N)c1C returned HT1080 cytotoxicity 19.0%.
Screening Cc1cc(C)c(S(=O)(=O)N(CC(=O)O)CC(=O)O)c(C)c1 returned HT1080 cytotoxicity 13.7%.
`COc1cc(C2=NOC(C(=O)NCc3cccs3)C2)cc(OC)c1OC` (stereo unspecified) gave HT1080 cytotoxicity 58.1%*.
O=S(=O)(c1ccc(-c2csc(=Nc3ccccc3)n2CCCN2CCOCC2)cc1)N1CCOCC1 was read as HT1080 cytotoxicity -8.8%.
For CCOc1ccc(OCC)c(NS(=O)(=O)c2ccc3c(c2)CCN3C(=O)C2CCC2)c1 the results were HT1080 cytotoxicity 6.4%.
CC(=O)Nc1ccc(S(=O)(=O)NCC2CCC(C(=O)NC3CCCCCC3)CC2)cc1 (stereo unspecified) was read as HT1080 cytotoxicity -2.2%.
For CCN(CC)CC(O)COCCC12CC3CC(CC(C3)C1)C2 (stereo unspecified) the results were HT1080 cytotoxicity -6.8%.
`COc1ccc(CC(=O)Nc2nc3ccc(F)cc3s2)cc1S(=O)(=O)N1CCOCC1` gave HT1080 cytotoxicity -0.4%.
Screening Cc1sc(NC(=O)CSC2=NCCS2)nc1-c1ccccc1 returned HT1080 cytotoxicity 2.0%.
For C/C(N)=C(/C#N)C(=O)COC(=O)CCC1CCCC1 the results were HT1080 cytotoxicity 1.8%.
`Cc1nn(Cc2ccc(F)cc2)c(C)c1NC(=O)c1nn(C)cc1Cl` gave HT1080 cytotoxicity 7.7%.
`O=C(Nc1cc(F)ccc1F)C1CCCO1` (stereo unspecified) gave HT1080 cytotoxicity -15.4%.
Screening CCOc1ccccc1C(=O)Nc1nnc(COC)s1 returned HT1080 cytotoxicity -4.1%.
For CCc1ccccc1NC(=O)C1CC(c2ccc(F)cc2)=NO1 (stereo unspecified) the results were HT1080 cytotoxicity 6.0%.
CCN1CNC(=S)N(c2cc(C)ccc2C)C1 was read as HT1080 cytotoxicity -7.6%.
For CCc1ccc(C2=NN(S(C)(=O)=O)C(c3cccs3)C2)cc1 (stereo unspecified) the results were HT1080 cytotoxicity -3.1%.
Screening Cn1c(=O)c2c(-c3ccc(C(C)(C)C)cc3)n(CC3CCCO3)cc2n(C)c1=O (stereo unspecified) returned HT1080 cytotoxicity 3.9%.
For Cc1ccccc1OCC(O)Cn1nnc2ccccc21 (stereo unspecified) the results were HT1080 cytotoxicity -10.8%.
O=C(COc1cccc2cccnc12)N/N=C1\SCC(=O)N1Cc1ccco1 was read as HT1080 cytotoxicity -10.5%.
For COc1cccc(NC(=O)CCNC(=O)Cn2ccc3ccccc3c2=O)c1 the results were HT1080 cytotoxicity -10.9%.
Cc1ccc(C(=O)NC2CC3CCC(C2)N3Cc2ccco2)cc1 (stereo unspecified) was read as HT1080 cytotoxicity -4.4%.
Screening O=S(=O)(Nc1cccnc1)c1cccc(Cl)c1 returned HT1080 cytotoxicity -7.7%.
`C/C(=N\OC(=O)c1cccc(Cl)c1)c1sc(C)nc1C` gave HT1080 cytotoxicity -1.9%.

3 entries drawn at random from those above:
CCN1CNC(=S)N(c2cc(C)ccc2C)C1 was read as HT1080 cytotoxicity -7.6%.
Screening O=S(=O)(Nc1cccnc1)c1cccc(Cl)c1 returned HT1080 cytotoxicity -7.7%.
For CCc1ccc(C2=NN(S(C)(=O)=O)C(c3cccs3)C2)cc1 (stereo unspecified) the results were HT1080 cytotoxicity -3.1%.

Next section.
Screening N#C/C(=C1\C(=O)Nc2c(Cl)cc(Cl)cc21)c1nnc2n1CCCCC2 returned HT1080 cytotoxicity 9.8%.
Screening O=c1[nH]c(SCc2n[nH]c(=S)n2-c2ccccc2)nc2sc3c(c12)CCC3 returned HT1080 cytotoxicity -1.5%.
CC(=O)Nc1ccc(S(=O)(=O)NC(C(=O)O)C(C)C)cc1 (stereo unspecified) was read as HT1080 cytotoxicity -5.9%.
Screening Cc1cc(NC(=O)c2cc(-c3ccccc3)on2)no1 returned HT1080 cytotoxicity -8.5%.
For CC(=O)c1cccc(NC(=O)c2ccc(N(Cc3ccc(C)cc3)S(C)(=O)=O)cc2)c1 the results were HT1080 cytotoxicity -1.4%.
For O=C1OC(c2ccccc2)=N/C1=C\N1CCCCC1 the results were HT1080 cytotoxicity 26.1%.
Screening Brc1cc(Br)c2nc(-c3cccs3)ccc2c1 returned HT1080 cytotoxicity -4.9%.
CCOC(=O)c1c(C)oc2ccc(NS(=O)(=O)c3cccs3)cc12 was read as HT1080 cytotoxicity -5.5%.
For O=C(O)CC1S/C(=N/N=C/c2ccc(-c3ccc(Cl)cc3[N+](=O)[O-])o2)NC1=O (stereo unspecified) the results were HT1080 cytotoxicity -2.4%.
`Cc1ccc(S(=O)(=O)N2CCCCC2C(=O)N2CCN(c3ccccc3F)CC2)cc1` (stereo unspecified) gave HT1080 cytotoxicity 7.2%.
CC1(C)N=C(SCC(=O)Nc2ccccc2)C(c2ccc(Cl)cc2)=N1 was read as HT1080 cytotoxicity 2.9%.
For S=c1[nH]nc(-c2ccc(Cl)cc2)n1Cc1ccccc1 the results were HT1080 cytotoxicity 3.2%.
`O=C(NCC1(c2ccccc2)CCCC1)C1(c2ccccc2)CCCC1` gave HT1080 cytotoxicity -43.1%.
O=C(O)CCc1c(C(=O)O)[nH]c2ccccc12 was read as HT1080 cytotoxicity -9.0%.
CC(C)(C)n1nnnc1C(c1ccc(F)cc1)N(Cc1ccc(F)cc1)Cc1ccco1 (stereo unspecified) was read as HT1080 cytotoxicity -17.9%.
For Cc1ccc(Nc2ncnc3sc(C)c(C)c23)cc1 the results were HT1080 cytotoxicity -7.7%.
`COC(=O)C1=C(C)N(CCc2ccc(OC)c(OC)c2)C(=O)/C1=C\N(C)C` gave HT1080 cytotoxicity 7.2%.
CCOC(=O)c1ccc(Nc2nc(C)cc(=O)[nH]2)cc1 was read as HT1080 cytotoxicity 6.2%.
`Cc1cccc(OC(=O)c2ccc3nccnc3c2)c1` gave HT1080 cytotoxicity -6.4%.
CCCc1cc(NCC2CCCO2)n2c(nc3ccccc32)c1C#N (stereo unspecified) was read as HT1080 cytotoxicity -18.0%.
`O=C(O)CNS(=O)(=O)c1cccc2nsnc12` gave HT1080 cytotoxicity 11.7%.
Screening Cc1cc(C)n(C(=O)Cn2nc(C(F)F)cc2C)n1 returned HT1080 cytotoxicity 14.7%.
For CCOC(=O)N1CCN(C(=O)CCCn2c(=S)[nH]c3ccc(Br)cc3c2=O)CC1 the results were HT1080 cytotoxicity 21.0%.
For Oc1cc2c(cc1CN1CCN(c3cccc(C(F)(F)F)c3)CC1)CCC2 the results were HT1080 cytotoxicity -8.8%.
O=C(COC(=O)C1(c2ccc(Cl)cc2)CCCC1)NC1CCS(=O)(=O)C1 (stereo unspecified) was read as HT1080 cytotoxicity -6.2%.
`COc1ccc(-c2nn[nH]n2)cc1OC` gave HT1080 cytotoxicity -11.7%.
`COc1cccc(NC(=O)N(C2CCCCC2)C(C)c2cccs2)c1` (stereo unspecified) gave HT1080 cytotoxicity 0.4%.
`N/C(Cc1ccc([N+](=O)[O-])cc1)=N\OC(=O)c1ccc2ccccc2c1` gave HT1080 cytotoxicity 1.4%.
For Cc1nc([N+](=O)[O-])c(Br)n1CC(=O)c1ccc(Br)cc1 the results were HT1080 cytotoxicity 0.6%.
For CCOC(=O)c1c(NC(C)=O)sc2c(OC(C)=O)cccc12 the results were HT1080 cytotoxicity 1.5%.
For COC(=O)C1=C(C)NC(=S)N(C(C)=O)C1c1ccccc1 (stereo unspecified) the results were HT1080 cytotoxicity -15.3%.
Screening Cc1sc2ncnc(N3CCN(CCOc4ccc(Cl)cc4)CC3)c2c1C returned HT1080 cytotoxicity 6.7%.
CS(=O)(=O)N(Cc1ccc(Cl)cc1)c1ccc(C(=O)N2CCN(c3ccccc3)CC2)cc1 was read as HT1080 cytotoxicity 1.0%.
Screening S=C1NCCOCCOCCOCCN1 returned HT1080 cytotoxicity -8.6%.
CCc1nnc(NC(=O)CSc2nnc(-c3ccc(S(=O)(=O)N4CCCC4)cc3)n2CC)s1 was read as HT1080 cytotoxicity -6.5%.
`C=C(C)CSc1nc2nc(C)c(Br)cc2[nH]1` gave HT1080 cytotoxicity -4.2%.
COc1ccc(C(C)(C)C)cc1NC(=O)c1cncc(Br)c1 was read as HT1080 cytotoxicity -13.7%.
For Clc1ccc(C2[C@H]3CN(CC4CCCCC4)[C@H](c4ccccc4)C34CC2(c2cccnc2)C4)cn1 (stereo partly specified) the results were HT1080 cytotoxicity -15.0%.
`CCOC(=O)c1c(NC(=O)c2cccs2)sc(C(=O)N(C)C)c1C` gave HT1080 cytotoxicity 8.2%.
For O=C(O)c1c[nH]c(=S)n1-c1ccc(F)cc1 the results were HT1080 cytotoxicity -4.4%.
COc1ccc2c(c1)CC/C(=C\c1ccc(OC)c(Cn3nc(C)cc3C)c1)C2=O was read as HT1080 cytotoxicity 19.9%.
CCOC(=O)N1CCC(Nc2nc(OC)nc(OC)n2)CC1 was read as HT1080 cytotoxicity -12.1%.
CCN1CCN(CCCCOc2ccccc2F)CC1 was read as HT1080 cytotoxicity 0.4%.
Screening COC(=O)C1(CC(C)C)C=CC[N+]1(C)C (stereo unspecified) returned HT1080 cytotoxicity -22.2%.
For O=C(O)c1c[nH]c2cc(C(F)(F)F)ccc2c1=O the results were HT1080 cytotoxicity 10.0%.
For COc1ccc(-c2cc(C#N)nc(N3CCNCC3)n2)cc1 the results were HT1080 cytotoxicity 24.4%.
Screening CCOc1cc(C2C3=C(CCCC3=O)Nc3nc(C(=O)OC)nn32)ccc1OC (stereo unspecified) returned HT1080 cytotoxicity 0.8%.
Screening COC(=O)c1ccc(N2C(=O)CC(N3CCN(c4ccccc4)CC3)C2=O)cc1 (stereo unspecified) returned HT1080 cytotoxicity 2.5%.
Screening CCCCN(C)C1=Nc2cccc3cccc1c23 returned HT1080 cytotoxicity -11.6%.
Cn1c(CN2CCCCC2)nc2cc(NC(=O)c3cccc(Br)c3)ccc21 was read as HT1080 cytotoxicity -18.1%.
`CC(=O)c1ccc(OC(=O)N(c2ccccc2)c2ccccc2)cc1` gave HT1080 cytotoxicity -3.4%.
Screening COc1ccccc1CNC(=O)CC(C)C returned HT1080 cytotoxicity -5.3%.
For Cc1ccc(S(=O)(=O)N2CCN(S(C)(=O)=O)CC2)cc1 the results were HT1080 cytotoxicity 10.6%.
Screening CC(C)(C)c1cc(OC(=O)c2ccncc2)ccc1O returned HT1080 cytotoxicity -1.5%.
For CCC(C)(C)C1CCc2c(sc(NC(=O)c3ccoc3C)c2C(N)=O)C1 (stereo unspecified) the results were HT1080 cytotoxicity -5.7%.
CCOC(=O)C(=O)Nc1ccccc1C(N)=O was read as HT1080 cytotoxicity 6.3%.
NC(=O)c1sc2nc(N3CCOCC3)c3c(c2c1N)CCCC3 was read as HT1080 cytotoxicity 1.1%.
CCCCNC(=O)Cc1coc2ccc3ccccc3c12 was read as HT1080 cytotoxicity 2.9%.
CC(C)(C)c1nc2ccccc2c(=O)n1N1C(=O)c2ccccc2C1=O was read as HT1080 cytotoxicity -3.2%.
For Cc1c(Br)c([N+](=O)[O-])nn1CC(=O)NCc1cccnc1 the results were HT1080 cytotoxicity -7.4%.
Screening Cc1cc(NC(=O)c2cnn3c(C(F)(F)F)cc(-c4ccc(Br)cc4)nc23)no1 returned HT1080 cytotoxicity 14.8%.
`Cc1ccccc1N(Cc1ccccc1F)S(C)(=O)=O` gave HT1080 cytotoxicity -2.3%.
Cc1ccc(OCCCN2C(=O)C(=O)c3cccc(C)c32)cc1 was read as HT1080 cytotoxicity 9.7%.
Screening Cc1onc(-c2ccccc2)c1C(=O)n1cc(Br)cn1 returned HT1080 cytotoxicity -4.3%.
`CC(C)c1ccc(NC(=O)N(CCc2nc3ccccc3[nH]2)C2CCCC2)cc1` gave HT1080 cytotoxicity 0.0%.
For CCN(CC)C(=O)CSc1nnc(-c2ccco2)o1 the results were HT1080 cytotoxicity -1.1%.
For COc1ccccc1CNC(=O)C(CC(C)C)NC(=O)C1CCC(C)CC1 (stereo unspecified) the results were HT1080 cytotoxicity 21.3%.
CC(=O)Nc1ccc2c(c1)nc(CCN1CCC(C)CC1)n2C was read as HT1080 cytotoxicity -9.6%.
Screening Cc1nn(CC#N)c(=O)n1-c1ccccc1 returned HT1080 cytotoxicity 0.9%.
